Compound activity deposited in PubChem by Broad Institute.
CD40 NFkB inh = inhibitors of CD40-induced NF-kB signaling, primary screen, BL2 cells, luciferase reporter, single point; inhibition, % at 10 µM; CD40L-induced, 4 h; AID 1053188, 2014; 0.94% of 83,000 active;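 active = mean inhibition of at least 50% with a set share of replicates also reaching that level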;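 also: 0% = neutral control wells and 100% = IKK inhibitor VII at 50 µM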
The depositor's hits bear a star; & = joins results of further samples; [ ] = another dose, or the depositor's remark. Not all compounds are listed (hit frequency here may not be typical).

Molecule	CD40 NFkB inh
N#C[C@H]1[C@@H](c2ccc(C3=CCCCC3)cc2)[C@@H](CO)N1S(=O)(=O)c1ccccc1	-8.2[25 µM]
Cc1cnc(NC(=O)c2cc3c(C)nn(-c4ccccc4)c3s2)s1	-13.8
c1ccc2[nH]c(-c3ccc4c(c3)OCO4)nc2c1	14.3
CCOC(=O)N(C)C[C@@H]1OCc2cn(nn2)CCCC(=O)N([C@H](C)CO)C[C@H]1C	3.9
O=C(CCC(=O)c1cccs1)NNC(=O)c1ccc(Cl)cc1	-6.6
COc1ccc(C(=O)C2CC2c2ccc3c(c2)OCO3)cc1 (configuration not stated)	2.6
O=C(CN1C(=O)COc2ccccc2C1=O)c1ccc2c(c1)OCCO2	-47.0
COC(=O)CC(c1ccc(C(C)C)cc1)n1cccc1 (configuration not stated)	2.4
O=C(NCCc1ccccn1)c1nc(Cn2cc(Br)cn2)no1	3.1
COCCNS(=O)(=O)c1ccc(F)c(OC)c1	1.8
Cc1cc(C)n(C(CC(=O)N2CCc3ccccc3C2)C(=O)O)n1 (configuration not stated)	-1.9
O=C(C1CCCC1)N1CC(=O)N2[C@H](CO)[C@@H](c3ccc(-c4cccnc4)cc3)[C@H]2C1	7.2
O=C(Nc1ncccc1O)c1ccc(S(=O)(=O)N2CCCC2)cc1	-13.1
COc1ccc(O)c(CNc2ccccc2F)c1	-1.6
Cc1cc(C(=O)COC(=O)CNC(=O)c2ccccc2)c(C)n1CC1CCCO1 (configuration not stated)	57.9*
COc1cccc(NC(=O)Nc2cccnc2)c1	-2.4
O=C(c1ccc2ncsc2c1)N1CCN(c2nc3ccccc3s2)CC1	4.0
CN(C)C(=O)c1cccc(-c2ccccc2[C@H]2[C@@H](C#N)N(C(=O)C3CCCCC3)[C@@H]2CO)c1	-19.2[25 µM]
O=C(O)CCNC1CCCCC1	18.4
O=C(Nc1ccc(Cl)cc1)N[C@@H]1c2c(ccc3ccccc23)OC[C@@H]1CO	9.2
CN(Cc1ccccc1)S(=O)(=O)c1ccc(Cl)c(C(=O)NCCCN2CCOCC2)c1	13.2
C[C@@H]1CN([C@@H](C)CO)C(=O)c2cccc(N(C)C)c2O[C@@H]1CN(C)C(=O)Nc1ccc(F)cc1	-5.2[25 µM]
COc1ccc2c(c1OC)C(=O)OC2C1c2c(cc3c(c2OC)OCO3)CCN1C (configuration not stated)	1.0
O=C(NCCCn1ccnc1)c1cnn2c1NC(c1ccccc1)CC2C(F)(F)F (configuration not stated)	-0.3
O=C(COC(=O)CC1CC2CCC1C2)NC(=O)NC1CCCC1 (configuration not stated)	9.0
Cc1ccc(NS(=O)(=O)c2c(F)cc(F)c(Cl)c2F)cc1S(=O)(=O)N1CCOCC1	12.5
Cc1cc(C(=O)Nc2ccc(S(=O)(=O)N3CCCC3)cc2)no1	10.8
COc1ccc2cc(Br)ccc2c1CC(=O)NC1CC(C)(C)NC(C)(C)C1	-8.9
CCc1cc(C(=O)N2CCCC(CCC(=O)N3CCN(c4ccccn4)CC3)C2)no1 (configuration not stated)	12.0
Cc1ccc(C)c(NC(=O)COC(=O)c2ccc(S(=O)(=O)N3CCCC3)cc2)c1	5.4
COc1cc2c(cc1NC(=O)CSc1ccc(C)cc1)oc1ccccc12	5.3
CC(=O)c1cccc(OCC(O)CNCC2COc3ccccc3O2)c1 (configuration not stated)	-5.5
Cc1[nH]c2ccccc2c1Cc1nnc(SCc2ccccc2)o1	-11.3
CCC(C)NC(=O)c1oc2ccc(S(=O)(=O)N3CCC4(CC3)OCCO4)cc2c1C (configuration not stated)	3.7
Cc1ccccc1S(=O)(=O)N1CCCCN2[C@H](C1)[C@H](c1ccc(-c3cccnc3)cc1)[C@@H]2CO	14.4[25 µM]
CC(=O)N1CCN(C(=O)COC(=O)c2oc3ccccc3c2C)CC1	0.9
Cc1cccc(-c2ccc([C@@H]3[C@@H](CO)N4CCCCN(C(=O)c5ccncc5)C[C@@H]34)cc2)c1	6.0[25 µM]
COc1ccccc1CCNC(=O)C(=O)Nc1cc2c3c(c1)CC(=O)N3CCC2	11.4
Cc1ccc(S(=O)(=O)N2CCCC2C(=O)Nn2cnnc2)cc1 (configuration not stated)	7.1
Cc1cc(C)n(CCNC(=O)CCc2nnc(CCc3ccccc3)o2)n1	9.5
O=C(c1ccccc1)c1ccc(OC(=O)N2CCOCC2)cc1	-35.8
COCCCNC(=O)C(=O)Nc1ccc2c(c1)N(S(=O)(=O)c1cccs1)CCC2	6.3
COc1ccc2c(=O)c(-c3cnn(-c4ccccc4)c3)c(C)oc2c1	5.5
O=C(COC(=O)C1CC1)NC(=O)NCc1ccccc1	11.2
CO[C@H](CN(C)Cc1ccc2c(c1)OCO2)[C@H](C)CN(C(=O)c1ccccc1)[C@H](C)CO	-11.8[25 µM]
Clc1ccc(-c2cnc(Oc3ccccc3)nc2)cc1	-153.5
CCOC(=O)N/N=C/c1ccc(Oc2ccccc2)cc1	-56.7
CCN(CC)S(=O)(=O)c1ccc(C(C)NC(=O)C2CCCN2C(=O)c2cccs2)cc1 (configuration not stated)	-2.0
C/C(=N\OCC(=O)NC(C)C)c1cccs1	-5.7
Cc1ccc(S(=O)(=O)NC2(C(=O)O)CCCC2)cc1	0.4
O=C(CCC1CCCN(C(=O)COc2ccccc2)C1)N1CCN(c2ccccn2)CC1 (configuration not stated)	6.3
Cc1ccc(CN2CCNC(=O)C2CC(=O)NC2CCCCCC2)o1 (configuration not stated)	-0.8
CCOc1ccc2ccccc2c1C(=O)N1CCOCC1	11.4
CC(=O)NC(=Cc1ccccc1)C(=O)N1CCCC1C(=O)O (configuration not stated)	1.2
CCCNC(=O)C[C@H]1C[C@@H]2c3cc(NC(=O)COC)ccc3O[C@@H]2[C@@H](CO)O1	5.8[25 µM]
Cc1cccc(-n2cnc3c(c2=O)c2nc4ccccc4nc2n3Cc2ccco2)c1	5.5
O=C(CCc1nnc(CCCCc2ccccc2)o1)NCCN1CCCCC1=O	5.9
Cc1ccc(S(=O)(=O)Nc2ccc3c(c2)C(=O)N([C@H](C)CO)C[C@@H](C)[C@@H](CN(C)C(=O)NC(C)C)OCCCC[C@H](C)O3)cc1	5.5
COc1ccc(CCNC(=O)c2ccc(N3CCCCS3(=O)=O)cc2)cc1OC	7.3
CCOC(=O)C1CCN(c2c(NCCCN3CCN(Cc4ccccc4)CC3)c(=O)c2=O)CC1	4.3

Continued.
Molecule	CD40 NFkB inh
C[C@H](NC(=O)C[C@H]1C=C[C@H](NS(=O)(=O)c2cccc(F)c2)[C@H](CO)O1)c1ccccc1	-6.7[25 µM]
COc1cc(Nc2ccc(S(=O)(=O)N3CCN(C)CC3)cc2[N+](=O)[O-])cc(OC)c1	-9.0
CCCCCCSc1nc2c(c(=O)[nH]c(=O)n2C)n1C	6.8
CC(CN1CCCC1)OC(=O)C(c1ccccc1)c1ccccc1 (configuration not stated)	6.7
COCCN(C(=O)COC(=O)CCS(=O)(=O)c1ccccc1)c1c(N)n(Cc2ccccc2)c(=O)[nH]c1=O	6.6
CCOC(=O)C1CCN(C(=O)c2cc(C)n(C(C)(C)C)n2)CC1	-4.1
CCn1c(Cc2ccccc2)nnc1SCc1nc2ccccc2c(=O)[nH]1	11.8
CCOC(=O)c1c(C)c(C(=O)Nc2ccc3c(c2)OCCO3)c(C)n1C	-11.2
N#Cc1ccc(-c2ccc3c(c2)[C@@H]2[C@@H](CCN2C(=O)c2ccc(F)cc2)[C@@H](CO)N3)cc1	-18.1[25 µM]
Cc1ccc(S(=O)(=O)NCCC(=O)OCC(=O)NCCc2ccccc2)cc1C	14.9
COc1ccc(CC2(C)OC(c3ccc([N+](=O)[O-])cc3)=NN2C(C)=O)cc1 (configuration not stated)	8.7
CC(=O)c1ccc(S(=O)(=O)NCC2(N3CCOCC3)CCCCC2)cc1	3.5
COc1cccc(CNC(=O)c2cc3c(c(-c4cccc(-c5ccc(C#N)cc5)c4)n2)[C@@H](CCO)N([S@](=O)C(C)(C)C)C3)c1	-2.6
O=C(CCc1nnc(Cc2c[nH]c3ccccc23)o1)NCC1CC12CCCCC2 (configuration not stated)	8.4
C[C@@H]1CN([C@H](C)CO)C(=O)c2ccccc2-c2ccccc2CO[C@@H]1CN(C)Cc1ccc(F)cc1	29.1
O=C(Nc1ccccc1O)/C(=C\c1ccccc1)NC(=O)c1ccccc1	6.1
CCOC(=O)C1=C(COC(=O)c2ccccc2OC)NC(=O)NC1C (configuration not stated)	-4.8
CCCNC(=O)N1CC2(C1)[C@H](c1ccccc1)[C@H](CO)N2C(=O)c1cccnc1	-12.3[25 µM]
CC=Cc1ccc2n(c1=O)C[C@@H]1[C@@H](CO)[C@H](C(=O)N[C@H](C)c3ccccc3)[C@H]2N1Cc1cncnc1 (mixture of isomers)	-1.7[25 µM]
CCOC(=O)c1sc(N)c(C(=O)OCC)c1C	-84.9
O=C1c2ccccc2C(=O)N1CCSc1nc2ccccc2c(=O)n1CCCN1CCOCC1	21.2
CCC(=O)N1CCN(c2ccc(NC(=O)c3ccc(-c4ccccc4)cc3)cc2)CC1	-0.7
N#Cc1ccc(-c2ccc(C3[C@@H]4CN(C(=O)Nc5ccc(C(F)(F)F)cc5)C[C@H]3N4)cc2)cc1 (some centres not stated)	28.5&-1.9
COc1ccccc1CC(=O)N(CCC#N)CCC#N	1.0
C(=N\n1cnnc1)/c1ccc(OC2CSC2)cc1	-9.9
COc1ccc(S(=O)(=O)N(C)C[C@@H]2OCCCC[C@@H](C)Oc3ccc(NC(=O)Cc4ccccc4)cc3C(=O)N([C@@H](C)CO)C[C@H]2C)cc1	31.9[25 µM]
CC1CCCN(CC(=O)N2c3ccccc3Sc3ccccc32)C1 (configuration not stated)	6.9
CN1C(=O)c2cc(NC(=O)C3CC3)ccc2OC[C@H]2O[C@H](CC(=O)NCc3ccccc3F)CC[C@H]21	-17.0
O=C(N/N=C/c1ccncc1)c1cnccn1	-1.5
CN(CC(=O)Nc1ccc(N2CCOCC2)cc1)C(=O)Cc1ccccc1	-4.6
C[C@@H]1CN([C@H](C)CO)C(=O)c2cc(NC(=O)CCCN(C)C)ccc2O[C@H]1CN(C)Cc1ccc(Cl)c(Cl)c1	-6.4[25 µM]
O=C(CCC(=O)NNC(=O)COc1ccccc1)NCc1ccccc1	9.6
CN(C)CC/C=C1\c2ccccc2COc2ccccc21	-0.8[25 µM]
CC(=O)N1CCN(Cc2nc3cc(NC(=O)c4ccccc4)ccc3n2C)CC1	-46.7
CCOC(=O)c1nnn(-c2nonc2N)c1-c1cccc2ccccc12	3.6
CC(=O)Nc1cccc2c1O[C@@H](CN(C)C(=O)NC(C)C)[C@@H](C)CN(C)C2=O	6.5

Six entries from above, arranged by the value under CD40 NFkB inh, rising:
Molecule	CD40 NFkB inh
CN1C(=O)c2cc(NC(=O)C3CC3)ccc2OC[C@H]2O[C@H](CC(=O)NCc3ccccc3F)CC[C@H]21	-17.0
C(=N\n1cnnc1)/c1ccc(OC2CSC2)cc1	-9.9
CN(CC(=O)Nc1ccc(N2CCOCC2)cc1)C(=O)Cc1ccccc1	-4.6
O=C(N/N=C/c1ccncc1)c1cnccn1	-1.5
CCOC(=O)c1nnn(-c2nonc2N)c1-c1cccc2ccccc12	3.6
CC1CCCN(CC(=O)N2c3ccccc3Sc3ccccc32)C1 (configuration not stated)	6.9

Next part
Molecule	CD40 NFkB inh
O=C(Nc1ccc(F)cc1F)C1CC(=O)N(Cc2ccccc2)C1 (configuration not stated)	3.6
COCCCNC(=O)C1CCN(c2ccc(N3CCOCC3)nn2)CC1	3.7
C[C@@H]1CN([C@@H](C)CO)C(=O)c2c(c3ccccc3n2C)-c2ccccc2CO[C@H]1CN(C)Cc1ccc(C(F)(F)F)cc1	11.3
CCOC(=O)c1c(C)oc2ccc(OCC(=O)N(CC)CC)cc12	4.8
CN(C[C@@H]1[C@@H](c2ccccc2)[C@H](CO)N1C(=O)c1ccccc1)C(=O)C1CC1	1.7[25 µM]
O=C(Cn1cccc1C(=O)c1ccccc1)NCCCc1ccccc1	1.2
c1ccc(-c2nc(NCCCn3ccnc3)c3oc4ccccc4c3n2)cc1	-6.2
COc1ccc(CN(C)C(=S)Nc2ccc(OC(F)F)cc2)cc1	-50.7
CCCNC(=O)C[C@@H]1CC[C@@H]2[C@@H](COc3ccc(NC(=O)CC)cc3C(=O)N2C)O1	-4.0[25 µM]
O=C(Nc1ccc(N2CCOCC2)cc1)c1cc2c(s1)CCCCC2	-21.5
CCC(=O)N(C)C[C@H]1[C@@H](c2ccc(C3=CCCC3)cc2)[C@@H](CO)N1C(=O)CC	5.7
FC(F)(F)c1nnc(-c2ccccc2)nc1N1CCCC1	4.3
COc1ccc(CCNC(=O)Nc2cccc([N+](=O)[O-])c2)cc1OC	-1.2
O=C(CC1C(=O)NCCN1Cc1ccc(-c2ccccc2)cc1)NCCCn1ccnc1 (configuration not stated)	3.9
O=C(O)c1cccc2c1Cc1cc(Cl)ccc1-2	8.2
CCS(=O)(=O)N1CC2(CN(C(=O)Cc3ccccn3)[C@H](CO)c3[nH]c4cc(OC)ccc4c32)C1	-9.8[25 µM]
N#Cc1ccc(OCC(=O)NCCCn2ccnc2)cc1	9.5
NC(=O)c1nn(-c2ccccc2)nc1NC(=O)CN1CCOCC1	7.5
CCCN(C(=O)CSc1nnc(-c2ccncc2)n1CCC)c1c(N)n(Cc2ccccc2)c(=O)[nH]c1=O	10.1
CC12CN3CCN(CC(C3)/C1=N\NC(=O)Nc1cccc(Cl)c1)C2	-14.9
O=C(Cn1nc2ccccc2n1)N/N=C/c1ccc(F)cc1	7.2
